Screening data from PubChem BioAssay.
EPAC1 agonist: qHTS for Agonist of cAMP-regulated guanine nucleotide exchange factor 3 (EPAC1): primary screen; Rap guanine nucleotide exchange factor 3 (Homo sapiens), O95398; EPAC1 agonist qHTS, biochemical assay; response scale: 100% = response to 6.5 mM cAMP; Potency, µM (doses to about 154 µM), without a hit: top-dose activation, most hits filed as activators; 360,000 compounds, 0.073% hits; AID 720707, 2013; further: potency means the concentration at half of the fitted maximal effect; nearly all actives have a fitted effect of over 60% in size
Target sequence (O95398 whole entry, looked up): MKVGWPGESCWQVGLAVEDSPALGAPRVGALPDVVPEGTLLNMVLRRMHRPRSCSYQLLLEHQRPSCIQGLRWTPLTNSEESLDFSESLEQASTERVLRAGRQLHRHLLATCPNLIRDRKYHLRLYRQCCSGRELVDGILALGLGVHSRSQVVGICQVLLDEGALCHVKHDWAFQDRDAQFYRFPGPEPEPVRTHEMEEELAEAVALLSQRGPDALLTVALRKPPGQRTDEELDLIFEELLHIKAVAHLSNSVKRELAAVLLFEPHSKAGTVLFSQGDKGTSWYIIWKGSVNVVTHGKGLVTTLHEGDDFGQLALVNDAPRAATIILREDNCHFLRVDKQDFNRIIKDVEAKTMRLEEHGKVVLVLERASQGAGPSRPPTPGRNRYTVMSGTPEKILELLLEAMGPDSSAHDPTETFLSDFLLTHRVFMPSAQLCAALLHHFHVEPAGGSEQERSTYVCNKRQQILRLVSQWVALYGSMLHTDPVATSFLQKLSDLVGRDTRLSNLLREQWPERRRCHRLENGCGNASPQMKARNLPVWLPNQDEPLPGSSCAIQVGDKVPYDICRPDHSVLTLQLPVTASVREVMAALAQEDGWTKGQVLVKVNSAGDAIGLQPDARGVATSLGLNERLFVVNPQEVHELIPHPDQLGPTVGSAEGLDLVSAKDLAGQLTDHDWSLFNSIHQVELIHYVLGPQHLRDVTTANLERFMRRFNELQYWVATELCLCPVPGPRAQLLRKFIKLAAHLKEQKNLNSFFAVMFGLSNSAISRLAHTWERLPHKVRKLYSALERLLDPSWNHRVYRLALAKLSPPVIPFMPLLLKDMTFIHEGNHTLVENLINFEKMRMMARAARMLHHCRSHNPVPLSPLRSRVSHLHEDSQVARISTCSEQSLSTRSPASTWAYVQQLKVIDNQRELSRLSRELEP
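Compounds were pinned as a concentration titration into mixtures of EPAC1 (100 nM), BODIPY-GDP-loaded Rap1B (250 nM) and GDP (50 uM). After 5 min at room temperature, fluorescence was followed for 30 min; activity was scaled to 6.5 mM cAMP.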
EPAC2 antag: qHTS for Antagonist of cAMP-regulated guanine nucleotide exchange factor 2 (EPAC2): primary screen; Rap guanine nucleotide exchange factor 4 (Homo sapiens), Q8WZA2; EPAC2 GEF exchange of Rap1B-BODIPY-GDP, fluorescence; Potency, µM (doses to about 114 µM), inactives show at the highest dose activity, negative = inhibition, most hits filed as inhibitors; 360,000 compounds, 0.18% hits; further: potency means the concentration at half of the fitted maximal effect; on the % scale 0 is the no-effect control and ±100 the full control effect; nearly all actives have a fitted effect of over 45% in size; many of its hits are not listed in these tables
PI5P4Ka inh: qHTS for Inhibitors of phosphatidylinositol 5-phosphate 4-kinase (PI5P4K). PI5P4Kalpha enzyme, ADP-Glo luminescence, 60 min; stronger effect = lower value. Phosphatidylinositol 5-phosphate 4-kinase type-2 alpha (Homo sapiens), P48426. 330,000 compounds, 1.2% hits. max response, %. AID 652105, 2013; active means max response of -50% or lower; inconclusive means between -30% and -50%; inactive means -30% or higher; further: value at the top dose of about 77 µM; on the % scale 0 is the no-effect control and ±100 the full control effect
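Luminescence from ADP-Glo served as readout of PI5P4Kalpha activity in a qHTS format. Reaction: enzyme, substrate, compound, ATP at 5 microM final, 60 min at RT.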
WRN helicase inh: qHTS for Inhibitors of WRN Helicase; Bifunctional 3'-5' exonuclease/ATP-dependent helicase WRN (Homo sapiens), Q14191; WRN helicase unwinding, fluorescent forked duplex, kinetic; Potency, µM (doses to about 114 µM), without a hit: at the highest dose activity change, negative = inhibition, hits mostly inhibitors; 360,000 compounds, 0.46% hits; AID 651768, 2012; further: potency means the concentration at half of the fitted maximal effect; on the % scale 0 is the no-effect control and ±100 the full control effect; nearly all actives have a fitted effect of over 55% in size
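Primary qHTS, 1536-well format. 20 nM WRN + compound, 15 min RT; start with 100 nM forked fluorophore/quencher duplex, 2 mM ATP (final); kinetic read ex 525/em 598 nm.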
Mm-Cpn inhibitor: Inhibitors of TCP-1 ring complex (TRiC) of Methanococcus maripaludis (MmCpn): qHTS; Chaperonin Mm-Cpn (Methanococcus maripaludis); purified Mm-Cpn ATPase, ADP Transcreener TR-FRET; Potency, µM (series often up to 76.9 µM), without a hit: at the top dose activity, negative = inhibition, actives largely listed as inhibitors; 330,000 compounds, 0.031% hits; AID 504842, 2011; further: potency means the concentration at half of the fitted maximal effect; on the % scale 0 is the no-effect control and ±100 the full control effect; nearly all actives have a fitted effect of over 80% in size
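25 nM Mm-CPN + cpd, 10 min 37°C; + 10 uM ATP, 30 min 37°C; buffer 30 mM Tris pH 7.4, 100 mM KCl, 5 mM MgCl2, 1 mM DTT; Transcreener ADP HTRF detection 30 min RT.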
EPAC1 antagonist: qHTS for Antagonist of cAMP-regulated guanine nucleotide exchange factor 3 (EPAC1): primary screen; EPAC1 GEF assay, Rap1b-BODIPY-GDP exchange fluorescence; AID 720709, 2013; Rap guanine nucleotide exchange factor 3 (Homo sapiens), O95398; 360,000 compounds, 0.14% hits; Potency, µM (series often up to 115 µM), for the others: top-dose activity change, negative = inhibition, usual class: inhibitors;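 further: potency means the concentration at half of the fitted maximal effect; plate controls were vehicle for no effect and positive control for full effect; nearly all actives have a fitted effect of over 50% in size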
PLK1 PBD block: qHTS for Inhibitors of PLK1-PDB (polo-like kinase 1 - polo-box domain): Primary Screen | Serine/threonine-protein kinase PLK1 (Homo sapiens), P53350 | Plk1 PBD binding of FITC phosphopeptide, fluorescence polarization | Potency, µM, without a hit: max response, negative = inhibition, actives largely listed as inhibitors | 360,000 compounds, 2.8% hits | AID 720504, 2013; further: potency means the concentration at half of the fitted maximal effect; series mostly up to about 57 µM; on the % scale 0 is the no-effect control and ±100 the full control effect; nearly all actives have a fitted effect of over 65% in size
CCT chaperon mod: High-Throughput Screening for Modulators of Cytosolic Chaperonin Activity; purified chaperonin ATPase assay, HTRF ADP detection, 30 min; activity change, % (test concentration not listed), hits read low; 360,000 compounds, 0.3% hits; in the data active means activity change below about -30%; further: on the % scale 0 is the no-effect control and ±100 the full control effect
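Enzyme 40 or 20 nM (batch-dependent) in Tris pH 7.4/KCl/MgCl2/DTT; cpd 76 uM single point; ATP 10 uM; 30 min 37 °C; Transcreener ADP HTRF detection, 30 min RT; ratio 665/615.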
Numbers without * were called inactive; ? = inconclusive; . = not tested or not shown; [ ] = dose if it differs, or a comment. Unless noted, the call rests on the fitted dose curve; in most records, active means well fitted curve in the direction sought with a large enough effect; inconclusive means small, poorly fitted or top-dose-only effect, or another doubt; inactive means no such curve, though single readings can be large; an effect the other way counts as inactive or inconclusive. An excerpt, so the mix of outcomes need not match the whole.

EPAC1 agonist,EPAC2 antag,PI5P4Ka inh,PLK1 PBD block,Mm-Cpn inhibitor,EPAC1 antagonist,WRN helicase inh,CCT chaperon mod,smiles
8.4%,-2.3%,?,4.74µM*,.,1.4%,-31.0%,0.2,O=C1CCCCC1Sc1ccc(Cl)cc1[N+](=O)[O-] (configuration not stated)
-0.4%,2.1%,.,-1.6%,-15.1%,0.9%,-6.8%,-0.8,Cc1c(SCCO)c(=O)[nH]c2cc3c(cc12)OCO3
-12.2%,5.3%,4.2,-2.6%,-10.2%,1.7%,7.2%,-3.0,CCOC(=O)c1[nH]c2ccc(OC)cc2c1NC(=S)N1CCN(c2ccc(F)cc2)CC1
-2.7%,3.8%,.,1.8%,0.5%,9.8%,-2.5%[57.1 µM],2.2,Cc1cc(NC2C3CC4CC(C3)CC2C4)n2ncnc2n1 (configuration not stated)
1.4%,-3.4%,1.0,-12.5%,-1.7%,2.3%,-29.7%,-2.2,C=C[C@@H]1c2cccc(C)c2N(S(=O)(=O)c2ccc(C)cc2)[C@H](c2ccccc2)C1(C#N)S(=O)(=O)c1ccccc1 (some centres not stated)
-7.7%,16.5%,6.9,-1.2%,2.2%,-1.9%,-4.4%,-1.4,CCOC(=O)C1=NOC(CNC(=O)c2c(-c3ccccc3Cl)noc2C)C1 (configuration not stated)
3.0%,5.3%,11.6,-5.7%,0.4%,-1.7%,-14.0%,0.4,CNc1nc2sc3c(c2c(=O)n1C)CC(C)(C)SC3
3.0%,-5.2%,-0.1,1.7%,.,3.1%,2.2%,-0.5,OCC[C@@H]1C[C@H](O)[C@@H](O)[C@@]2(CCCO2)O1
0.6%,-0.1%,.,-2.0%,1.8%,-15.4%,-0.3%,-1.4,CCCNC(=S)NC1CCCC1
10.1%,-6.1%,2.2,-11.6%,-0.5%,8.6%,0.4%,-5.1,CCNc1nc(NCC)nc(NC(N)=S)n1
-14.1%,3.7%,-19.0,?,-1.0%,-11.0%,6.4%,-0.4,C/C=C/c1ccc(OC(C)=O)c(OC)c1
-11.4%,-7.1%,-7.0,3.2%,0.5%,-3.8%,9.3%,-0.8,CCOC(=O)c1c(NC(=O)c2cccc(N3C(=O)CCC3=O)c2)sc2c1CCN(CC)C2

Continued (three carried over from the part before).
EPAC1 agonist,EPAC2 antag,PI5P4Ka inh,PLK1 PBD block,Mm-Cpn inhibitor,EPAC1 antagonist,WRN helicase inh,CCT chaperon mod,smiles
10.1%,-6.1%,2.2,-11.6%,-0.5%,8.6%,0.4%,-5.1,CCNc1nc(NCC)nc(NC(N)=S)n1
-14.1%,3.7%,-19.0,?,-1.0%,-11.0%,6.4%,-0.4,C/C=C/c1ccc(OC(C)=O)c(OC)c1
-11.4%,-7.1%,-7.0,3.2%,0.5%,-3.8%,9.3%,-0.8,CCOC(=O)c1c(NC(=O)c2cccc(N3C(=O)CCC3=O)c2)sc2c1CCN(CC)C2
-2.6%,0.2%,-2.1,0.9%,-0.4%,-18.0%,6.0%,1.2,COc1ccc(NC(=O)C2CCC(CNc3c(N4CCOCC4)c(=O)c3=O)CC2)cc1Cl (configuration not stated)
5.4%,-9.2%,?,26.7µM*,-0.1%,-15.1%,-25.9%,-0.7,CC(C)[C@H](NC(=O)c1ccccc1)C(=O)OCc1nnc(-c2ccccc2)o1
9.7%,-3.9%,-0.4,-6.0%,0.2%,-1.1%,3.2%,-0.1,COc1ccc(CC(NC(C)=O)C(=O)NC2CCN(C(=O)c3cc(OC)c(OC)c(OC)c3)CC2)cc1 (configuration not stated)
0.0%,4.9%,-0.4,-7.1%,-0.6%,-3.1%,-4.9%,2.3,Cc1ccc(-c2noc(C3CCCN(C(=O)c4cccc([N+](=O)[O-])c4)C3)n2)o1 (configuration not stated)
2.2%,6.1%,9.6,-14.0%,?,-4.0%,1.6%,-0.9,Cc1ccc(CNC(=O)c2ccc3c(=O)n4c(-c5ccc(C)cc5)csc4nc3c2)cc1
6.1%,1.7%,-5.2,-4.0%,0.6%,2.5%,-8.5%,-0.4,O=[N+]([O-])c1ccc2c(c1)ncn2-c1ccccc1
0.5%,-0.2%,0.6,-3.7%,.,-1.1%,-19.0%,-4.4,CC(=O)Nc1ccc(C=NNc2ccc([N+](=O)[O-])cn2)cc1
12.7%,-2.5%,-5.9,6.0%,-0.4%,4.8%,-4.6%,-0.1,COc1cc(CC(=O)N/N=C/c2ccc([N+](=O)[O-])cc2)c([N+](=O)[O-])cc1OC
-4.0%,3.2%,4.2,-11.4%,1.6%,5.0%,-0.7%,-8.6,Cc1cccc(Cc2nnc(CCC(=O)NCc3cn4ccccc4n3)o2)c1
2.4%,0.8%,-3.3,-11.2%,-0.9%,-29.7%,-17.6%,-0.5,Cc1cc(OCC(=O)N(Cc2ccco2)C2CCS(=O)(=O)C2)cc(C)c1Cl (configuration not stated)
17.7%,-15.6%,15.8,-19.8%,-2.5%,-21.3%,-5.6%,-2.2,CN1C(=S)SC(N(O)C(=O)Nc2ccc(Cl)c(Cl)c2)C1(C)C (configuration not stated)
-15.8%,-4.9%,3.3,-4.8%,1.3%,-4.1%,-0.3%,-1.0,CC(C)c1ccc(NC2CCCN(C(=O)c3ccc(N4CCOCC4)cc3)C2)cc1 (configuration not stated)
-6.5%,4.1%,0.2,-0.4%,1.6%,-1.4%,-3.8%,2.2,O=C(COC(=O)CCS(=O)(=O)c1ccc(F)cc1)NC1CCCCC1
-3.4%,12.7%,-16.7,-6.3%,-3.2%,9.3%,3.4%,-2.5,Cc1ccc(COc2ccsc2C(=O)NNC(N)=S)cc1
?,-15.4%,3.0,1.0%,-0.2%,-8.2%,-7.4%,-1.5,CC1CCN(S(=O)(=O)c2cc(Br)cc(C(=O)NC3=NCCS3)c2)CC1
-0.8%,4.5%,-0.2,-18.0%,0.6%,2.9%,-11.2%,-1.3,COC(=O)Cc1ccc(NC(=S)N2CCN(C(=O)C3CCCO3)CC2)cc1 (configuration not stated)
-1.9%,4.4%,3.0,7.2%,-0.1%,6.5%,5.3%,1.8,COC(=O)c1ccncc1N
1.0%,9.8%,0.3,0.3%,-0.2%,0.2%,2.5%,-5.2,Cc1ccc(-c2noc(CN3CCC(C(N)=O)CC3)n2)cc1
-2.2%,1.2%,1.4,-10.8%,0.9%,-12.8%,-5.7%,-0.2,COc1ccc(Nc2ccc([N+](=O)[O-])cn2)cc1
3.6%,-11.8%,5.6,-21.9%,0.4%,-20.3%,-0.5%,-1.8,CN(C(=O)c1ccccc1C(=O)OCC(=O)Nc1cccc(Br)c1)c1ccccc1
-0.2%,0.6%,0.5,3.0%,.,-10.4%,-7.6%,0.7,CN(CCc1ccccc1)c1cc2c(c3c1ccn3C)C1CCC2C1 (configuration not stated)
0.2%,-4.1%,0.7,-9.8%,3.9%,7.7%,1.6%,-2.3,CCC(=O)NC(=S)Nc1ccccc1F
-13.3%,-4.5%,7.0,-11.6%,.,-17.6%,-12.3%,0.3,CC(C)C[C@H]1CN([C@@H](CC(C)C)CN2CCCC2CN2C(=S)NC[C@@H]2Cc2ccc(O)cc2)C(=S)N1CCc1ccccc1 (some centres not stated)
-3.6%,1.9%,-6.9,-8.6%,-6.6%,1.4%,0.9%,0.1,CCCSc1nsc(SCCC)c1C(N)=O
-5.6%,2.0%,-17.3,-15.3%,-2.8%,14.2%,-1.3%,0.7,S=c1nc(-c2ccco2)[nH][nH]1
-15.1%,2.3%,-0.1,-3.6%,-1.7%,2.4%,4.1%,-8.1,CC1CCN(C(=O)c2[nH]cnc2C(=O)Nc2nccs2)CC1
-1.5%,-5.6%,.,-4.3%,-2.2%,-5.6%,-13.1%,2.0,CCOC(=O)C1CSC(CC(=O)Nc2ccc(Cl)cc2)C(=O)N1 (configuration not stated)
0.7%,6.5%,5.6,-3.9%,-0.5%,2.5%,-17.1%,0.2,O=C(NCc1ccco1)C(c1cccnc1)N(C(=O)Cn1nnc2ccccc21)c1ccc(F)cc1 (configuration not stated)
11.1%,9.0%,-2.3,-4.0%,-1.3%,8.1%,-0.8%,-0.3,CCCCn1nc2cc(C(=O)NC[C@@H]3CCCO3)ccc2c1OCC
-1.1%,7.5%,-4.7,-0.1%,0.0%,0.8%,-1.5%,-0.8,c1cc2c(cc1Oc1nc(N3CCOCC3)nc(N3CCOCC3)n1)OCO2
7.4%,-12.2%,-19.9,-15.0%,-5.0%,-3.8%,?,-5.6,O=C(c1ccccc1)[C@@H]1[C@@H](C(=O)c2ccc(F)cc2)[C@@]2(C(=O)Nc3ccccc32)[C@H]2c3ccccc3C=CN12
6.5%,13.5%,-0.1,-15.1%,1.8%,-9.7%,3.7%,-2.4,CN(C)S(=O)(=O)c1ccc(Cl)c(C(=O)NC2CCN(Cc3ccccc3)C2)c1 (configuration not stated)
-2.3%,-24.4%,-0.3,0.0%,-6.3%,-14.7%,-1.1%,-0.5,COC(=O)c1sccc1NS(=O)(=O)c1ccccc1
2.7%,6.8%,2.0,1.6%,-1.1%,-3.3%,0.1%,-1.1,S=C(c1ccc(OCc2ccccc2)cc1)N1CCCC1
?,-0.3%,23.4,0.9%,1.6%,-24.0%,1.1%,-0.8,COc1ccccc1OCCCC(=O)Nc1ccc2c(c1)OCCO2
5.6%,1.0%,-0.9,-2.9%,0.3%,1.2%,-5.2%,-2.0,COC(=O)c1cc(C(=O)OCC(=O)Nc2cc(C)on2)cc([N+](=O)[O-])c1
-3.4%,-4.8%,-2.5,-2.1%,0.5%,-21.3%,-2.8%,-3.0,COc1ccc(Cc2nc(C(=O)Nc3ccc(OC)cc3)cs2)cc1
